PLC-beta3 inh = inhibitors of human phospholipase C beta3; Q01970; Purified PLC-beta3, fluorogenic substrate, fluorescence; inhibition, % at 12.2 µM; 370,000 compounds, 0.18% hits; in the data active = inhibition above about 11%;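 also: 0% = median of compound wells on plate and 100% = full blocker control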
Target sequence (Q01970 whole entry, looked up): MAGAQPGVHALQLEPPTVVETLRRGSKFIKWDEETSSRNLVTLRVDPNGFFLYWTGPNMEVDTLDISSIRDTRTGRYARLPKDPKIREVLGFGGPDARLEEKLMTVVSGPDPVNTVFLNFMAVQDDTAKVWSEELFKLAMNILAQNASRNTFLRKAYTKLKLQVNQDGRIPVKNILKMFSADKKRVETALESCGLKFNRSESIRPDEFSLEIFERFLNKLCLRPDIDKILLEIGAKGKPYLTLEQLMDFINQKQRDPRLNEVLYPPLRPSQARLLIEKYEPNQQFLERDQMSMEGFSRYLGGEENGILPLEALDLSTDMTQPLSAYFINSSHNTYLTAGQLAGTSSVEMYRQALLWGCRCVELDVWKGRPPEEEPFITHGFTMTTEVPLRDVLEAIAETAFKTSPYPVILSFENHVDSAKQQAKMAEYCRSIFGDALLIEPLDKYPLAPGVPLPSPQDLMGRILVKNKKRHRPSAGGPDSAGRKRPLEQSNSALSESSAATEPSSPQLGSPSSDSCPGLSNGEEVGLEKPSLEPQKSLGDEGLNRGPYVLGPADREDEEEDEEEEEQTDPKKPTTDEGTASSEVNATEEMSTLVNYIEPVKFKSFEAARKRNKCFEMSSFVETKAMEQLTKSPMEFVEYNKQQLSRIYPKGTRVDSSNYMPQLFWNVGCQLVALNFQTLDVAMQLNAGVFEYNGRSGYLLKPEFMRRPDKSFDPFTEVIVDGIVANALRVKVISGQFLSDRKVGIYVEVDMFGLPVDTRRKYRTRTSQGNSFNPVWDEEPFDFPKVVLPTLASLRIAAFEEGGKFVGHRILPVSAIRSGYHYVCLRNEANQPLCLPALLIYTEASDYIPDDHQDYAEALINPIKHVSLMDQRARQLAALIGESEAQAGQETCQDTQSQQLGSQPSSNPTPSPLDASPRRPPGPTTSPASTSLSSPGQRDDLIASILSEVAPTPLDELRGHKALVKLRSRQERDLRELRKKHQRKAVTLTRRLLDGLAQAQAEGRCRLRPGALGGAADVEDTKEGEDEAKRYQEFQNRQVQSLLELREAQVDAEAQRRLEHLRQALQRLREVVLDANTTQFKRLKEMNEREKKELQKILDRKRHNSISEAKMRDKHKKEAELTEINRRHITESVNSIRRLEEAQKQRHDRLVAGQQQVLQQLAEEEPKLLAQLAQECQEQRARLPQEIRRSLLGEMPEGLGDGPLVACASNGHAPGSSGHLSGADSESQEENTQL
sPLA2-III inh = Inhibits HGIII-sPLA2 liposome hydrolysis, primary screen; Q9NZ20; QFRET BODIPY PC-A2 liposome hydrolysis, fluorescence; inhibition, % at 12.2 µM; 370,000 compounds, 0.56% hits;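 active = inhibition above mean plus 3 SD of compounds lying within the high and low control bounds, cut at about 19% in these data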;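 also: 0% = median of test compound wells and 100% = no enzyme DMSO wells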
hgDAF12 agonist = agonists of H. glycines DAF-12 nuclear receptor; AID 687014; HEK293 GAL4-hgDAF12 UAS-luciferase reporter, agonist luminescence; normalized to butyrate control; 370,000 compounds, 1.8% hits; activation, % at 6.8 µM;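 active = activation above a cutoff set at the mean of all screened compounds plus 3 SD, cut at about 10% in these data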;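 also: 0% = DMSO wells and 100% = sodium butyrate wells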
ssDAF-12 act = activates DAF-12 receptor from parasite S. stercoralis; HEK293 ssDAF-12/GRIP1 lit1-tk-luc reporter, luminescence; % of 3 µM dafachronic acid response; 370,000 compounds, 1% hits; activation, % at 6.8 µM;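 active = activation above the mean over all tested compounds plus 3 SD, cut at about 0.9% in these data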;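 also: 0% = DMSO-only wells and 100% = 3 µM delta7-dafachronic acid wells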
hcDAF-12 act = activates DAF-12 receptor from parasite H. contortus; HEK293 hcDAF-12 lit1-tk-luc reporter, luminescence; 0% DMSO, 100% Δ7-dafachronic acid; activation, % at 6.8 µM; 370,000 compounds, 1.4% hits;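 active = activation above the mean of all tested compounds plus 3 SD, cut at about 5.5% in these data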;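 also: 100% = response to 3 µM Δ7-dafachronic acid high control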
FXN GAA850 act = increases GAA850 frataxin promoter reporter activity; activation, % at 6 µM; HEK293 lucGAA850 FXN promoter luciferase reporter, 24 h; percent of 10 µM SAHA response; AID 540364; 360,000 compounds, 0.56% hits;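 active = activation above the average of all compounds screened plus 3 SD, cutoff fixed separately per campaign, cut at about 7.5% in these data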;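 also: 0% = DMSO wells and 100% = 10 µM SAHA wells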
PLC-gamma1 inh = inhibitors of human phospholipase C gamma1. 370,000 compounds, 0.84% hits. inhibition, % at 12.2 µM. P19174. purified PLC-gamma1, fluorogenic substrate, fluorescence; in the data active = inhibition above about 9.5%
ADAM17 inh = inhibitors of human ADAM17; 370,000 compounds, 0.83% hits; recombinant ADAM17, EDANS/DABCYL FRET peptide cleavage; inhibition, % at 6.95 µM; P78536;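 active = inhibition above the mean of compounds lying between control limits plus 3 SD, set per campaign, cut at about 8.5% in these data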;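 also: 0% = DMSO-only wells as the low control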
DAX1 inh-1 = inhibits human nuclear receptor DAX1. inhibition, % at 6.75 µM. AID 504766. HEK293 Gal4-DAX1 luciferase reporter, luminescence. P51843. 340,000 compounds, 0.99% hits;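 active = inhibition above the mean over all tested compounds plus 3 SD, cut at about 4.2% in these data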;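 also: 0% = DAX1-transfected cells with DMSO and 100% = empty-vector control cells with DMSO; inhibition shows as a rise in luminescence from relieved DAX1 repression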
DAX1 inh-2 = DAX1 (NR0B1) inhibition, primary screen | inhibition, % at 6.8 µM | AID 652010 | 370,000 compounds, 1.1% hits | HEK293T StAR-luciferase reporter, SF-1/DAX-1 repression relief;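 active = inhibition above the mean over all tested compounds plus 3 SD, cut at about 3.6% in these data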;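 also: 0% = DAX-1 cells with DMSO and 100% = cells lacking DAX-1 with DMSO; higher inhibition means more luminescence from relief of DAX-1 repression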
ADAM10 inh = ADAM10 inhibition, QFRET primary screen; recombinant ADAM10, EDANS/DABCYL FRET peptide cleavage, 3 h; 370,000 compounds, 0.62% hits; O14672; inhibition, % at 7 µM;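 active = inhibition above a per-campaign cutoff equal to the mean of compounds falling between control-based bounds plus 3 SD, cut at about 20% in these data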;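 also: 0% = DMSO wells while the 100% control is not disclosed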
* = called active by the depositor; i = inactive; / = no result given. The order is random; 6.9% or so of the library scored in one or more.

Below each SMILES – PLC-beta3 inh	sPLA2-III inh	hgDAF12 agonist	ssDAF-12 act	hcDAF-12 act	FXN GAA850 act	PLC-gamma1 inh	ADAM17 inh	DAX1 inh-1	DAX1 inh-2	ADAM10 inh
COc1ccc(NC(=O)C[C@H]2C(=O)N(c3ccccc3)C[C@@H]2C)cc1
  -3	-2	1.7	-1.2	0.0	-0.9	-2	-4	0.6	-0.2	-4
COc1cccc2[nH]c(=O)c(-c3ccccc3)cc12
  -102	9	9.1	-0.5	1.2	5.6	-74	-296	3.5	0.6	i
CCCCc1cc(=O)oc2cc(OCC(=O)NCc3ccccn3)ccc12
  -8	9	1.7	-0.5	-1.9	0.0	-4	-10	0.2	-0.7	-32
O=C(Nc1cccc([N+](=O)[O-])c1)c1ccc(CN2CCOCC2)cc1
  8	1	2.4	-1.3	-0.7	4.2	6	0	-1.0	-0.6	11
COc1ccc(CCNC(=O)CN(c2ccc(OC)c(OC)c2)S(C)(=O)=O)cc1
  -2	-2	-2.7	-1.4	-1.7	-0.3	-3	-8	0.8	0.9	-3
Cc1ccc(NC(=O)c2ccccc2)cc1-n1cnnn1
  2	-3	1.2	-1.0	-1.1	-1.5	1	-1	0.4	-0.5	-2
CCN(C(=O)COC(=O)c1cc2c(s1)CCCC2)c1c(N)n(Cc2ccccc2)c(=O)[nH]c1=O
  -1	-6	3.4	-1.3	-1.1	-0.7	-1	0	-0.7	0.2	7
COc1ccccc1C(C)Nc1nc(-c2cccnc2)nc2ccccc12 (stereo not given)
  -18	-10	2.1	-1.4	-0.4	-1.0	-7	2	-0.8	-0.2	10
COc1ccccc1C1CN=NC12CCCc1ccccc1C2=O (stereo not given)
  -1	0	-2.5	-1.2	-2.7	-2.0	4	-1	-0.4	-0.2	12
COCCNc1oc(-c2ccc(F)cc2)nc1C#N
  -329	2	2.5	-0.9	-0.6	1.7	-307	-205	1.1	-0.4	i
CCN(Cc1ccccc1)S(=O)(=O)c1c(C(=O)N2CCCC2)c(C)n(C)c1C
  -3	-2	-0.4	-1.3	2.4	0.4	3	-1	0.4	-1.9	-2
O=S(=O)(c1cc(Cl)ccc1Cl)n1ccnc1
  1	-1	-1.8	-1.6	-0.2	0.7	0	-5	-0.5	0.0	0
C=C(C)CSc1nc(N)cc(=O)[nH]1
  2	7	-2.3	-1.6	0.1	-1.1	0	-1	0.8	0.2	-7
CC(C)/C=N/Nc1nc(-c2ccc(Br)cc2)cs1
  -7	7	2.2	-0.6	-0.5	2.2	-6	5	0.7	1.3	6
O=c1ccn([C@@H]2O[C@H](CNCc3ccc(-c4cc(C(F)(F)F)ccc4Cl)o3)[C@@H](O)[C@H]2O)c(=O)[nH]1
  -1	0	-1.2	-1.2	0.7	0.1	-1	-4	0.1	-0.1	-11
CCCCn1c(=S)[nH]c2cc(S(=O)(=O)N3CCOCC3)ccc21
  -4	10	-1.4	-0.4	-0.2	0.3	-4	-6	1.4	-0.6	-6
Cc1cc(OCc2ccccc2)ccc1/C(O)=C1/C(=O)C(=O)N(Cc2cccnc2)C1c1ccncc1 (stereo not given)
  -3	-1	1.6	-1.5	1.8	1.2	0	-2	2.1	0.6	5
COCC(C)NCc1cc(Br)ccc1OC (stereo not given)
  1	3	-0.1	-1.5	-1.7	-0.8	2	-3	-1.4	0.7	-1
COC(=O)C(C)Oc1cc(OC(C)C(=O)OC)c2c(-c3ccccc3)cc(=O)oc2c1 (stereo not given)
  -12	7	-1.2	-0.8	-1.4	-1.3	-3	-1	1.8	0.1	-14
Cc1ccc(NC(=O)COC(=O)c2ccc(Cl)cc2)cc1S(=O)(=O)N(C)C
  -4	-24	-0.5	-0.4	1.8	-1.2	1	3	-1.8	1.0	4
N#Cc1ccc(C(C(=O)NCc2ccccc2)n2c(=O)c(-c3cc4ccccc4[nH]3)nc3ccccc32)cc1 (stereo not given)
  i	-8	-0.1	0.6	1.6	/	i	-90	/	-0.2	-262
O=C(OCc1nc2ccccc2s1)c1ccccc1O
  -8	-8	6.2	0.0	3.3	0.9	-1	-2	0.3	3.6	1
CCC(C(=O)NC(C)(C)C)N(Cc1ccco1)C(=O)CNS(=O)(=O)c1ccc(OC)cc1 (stereo not given)
  -5	-8	-1.1	-1.4	-2.0	0.5	3	2	-0.3	-0.2	1
c1ccc2c(c1)OCCOCCOc1ccccc1OCCOCCO2
  4	6	-0.1	-1.5	-0.2	0.0	1	-1	-1.4	-0.6	2
CSCCC(NS(=O)(=O)/C=C/c1ccccc1)C(=O)O (stereo not given)
  -11	-1	2.0	-1.7	-0.1	0.3	-2	-4	0.2	0.1	3
Cc1ccc(S(=O)(=O)NCC(=O)Nc2cccc([N+](=O)[O-])c2)cc1
  -3	-12	1.1	1.7*	5.3	0.2	3	-1	-0.1	-0.5	-4
O=C(CSCc1cccc(Cl)c1)NCc1ccc2c(c1)OCO2
  -2	1	-1.3	-1.4	-0.1	2.0	0	-1	-0.9	-0.9	-2
CN1CCC/C1=C1/C(=O)N(c2ccccc2)N=C1NC(=O)Nc1cccc(Cl)c1
  2	-1	-1.1	-1.3	-1.6	-3.0	-1	1	-0.8	-0.5	4
Cc1ccc(S(=O)(=O)N2CC(=NN=C(N)N)C2)cc1
  -8	6	0.2	-0.9	-0.3	1.1	0	-4	0.1	-0.3	1
CCN(CC)C(=O)C(=O)N/N=C/c1ccc(C(=O)OC)cc1
  3	-7	-1.1	-0.1	-1.2	-0.7	3	0	1.2	0.2	6
COc1ccc(C2CC(O)(c3ccccc3)Oc3cc(OC)c(OC)c(OC)c32)cc1 (stereo not given)
  2	-12	0.7	-0.8	1.0	-0.3	-1	6	0.9	-0.5	13
c1ccc(CCNc2ncnc3scc(C4COc5ccccc5O4)c23)cc1 (stereo not given)
  -2	-7	-3.9	-2.0	-3.0	-0.6	6	6	-1.6	-2.1	12
O=C(O)CCCCCNC(=O)/C=C/c1ccco1
  -3	2	2.5	-0.8	-0.8	0.7	0	-5	-2.0	-0.2	5
CCOC(=O)c1ccccc1NC(=O)COC(=O)CSCC(=O)Nc1cc(C)on1
  2	4	-1.1	-0.5	-1.8	0.7	3	-4	0.8	-0.2	-4
c1ccc2c3c([nH]c2c1)C1(CCCCC1)NCC3
  -1	17	-2.0	-1.6	0.1	-2.2	-1	2	0.3	-0.3	-15
O=C(c1cc(-c2ccccc2Cl)nc2ccccc12)N1CCC1
  -7	5	-2.4	-0.7	-0.9	0.2	1	0	-1.3	-3.0	-12
C=CCn1c(C)cc(C(=O)COC(=O)CCc2cc(OC)c(OC)c(OC)c2)c1C
  2	7	0.6	-1.5	-1.6	-0.6	3	-3	0.2	-0.2	-2
CS(=O)(=O)N1CCN(C(=O)c2cccnc2)CC1
  3	6	1.6	-1.2	-2.8	0.1	2	-3	0.1	0.2	-5
c1ccc(CNc2ncnc3nc[nH]c23)nc1
  -3	14	1.4	-1.2	1.0	2.1	1	-2	0.0	-0.9	-23
Cn1cc(/C=C2\SC(=O)N(c3ccc(O)cc3)C2=O)c2ccccc21
  -15	-28	6.1	-0.9	-1.4	-2.7	-2	0	1.9	0.3	0
CNc1c(NS(=O)(=O)c2ccc(F)c(Cl)c2)c(=O)oc2ccccc12
  2	-14	1.7	-0.9	-1.3	0.7	1	-2	0.5	0.0	-6
Cc1cc(C(=O)OCC(=O)Nc2cccc(S(N)(=O)=O)c2)c(C)o1
  -6	-2	-2.4	-1.4	-2.8	-0.2	1	-4	0.4	0.0	-8
Cc1cc(NS(=O)(=O)c2ccc(NC(=O)CSc3nc4ncccc4[nH]3)cc2)nc(C)n1
  -5	-9	0.9	-1.2	-1.6	0.9	0	-4	1.6	-1.1	-9
CCOC(=O)c1c(-c2ccc(C)o2)csc1NC(=O)COC(=O)c1ccc(NC(N)=O)cc1
  -16	-11	-1.0	-1.6	-2.0	2.0	-12	1	0.0	-0.8	-6
Cn1c(=O)c2ccccc2n2c(CCl)nnc12
  -2	-1	-0.7	-0.5	0.9	1.3	-1	-1	0.5	-0.3	0
Cc1cc(SCC(=O)N(CC(C)C)c2c(N)n(CC(C)C)c(=O)[nH]c2=O)nc2ccccc12
  -11	4	-2.1	-0.4	-0.1	-2.5	-5	-4	-0.5	1.5	-8
CCC(=O)Nc1ccc(C(=O)OCc2ccccc2)cc1
  -8	-5	9.3	-1.4	0.3	4.6	0	-5	0.4	0.8	7
CC(CCC(=O)O)C1CC[C@@]2(C)C3C(=O)CC4C(C)(C)C(O)CC[C@]4(C)C3C(=O)C[C@]12C (stereo not given in full)
  -6	-2	0.0	-1.4	-1.6	2.0	-1	-2	1.9	0.0	-1
COc1cccc(C(=O)/C=C/c2ccc(N3CCCCC3)c([N+](=O)[O-])c2)c1
  -2	12	1.7	-1.1	0.1	1.2	-2	1	0.1	-0.3	-4
Cc1cccc(NC(=O)c2cnc3scc(C)n3c2=O)c1
  -2	-4	5.8	-0.5	5.0	3.2	-2	-1	1.9	2.4	-7
O=C(Nc1ccccc1C(=O)NC1CCCCC1)c1ccccc1
  -7	-3	-1.1	-0.9	3.8	1.4	0	0	0.3	0.1	-2
COc1cc(/C=C(\C#N)C(=O)N2CCc3ccccc32)ccc1O
  -2	-19	0.1	-0.7	0.6	0.2	2	-1	-0.9	-0.1	2
O=C(Cn1cnc2ccccc2c1=O)N1CCN(c2ccc(F)cc2)CC1
  1	-3	1.1	-1.4	-2.4	0.2	1	-2	0.1	0.0	-1
Cc1cc(NC(=O)C(C)Sc2nc(-c3cccs3)nc3ccccc23)no1 (stereo not given)
  -27	-6	1.1	-1.0	-1.6	-2.1	-12	-8	4.5*	2.2	-38
COc1ccccc1C1CCCN1Cc1nc(-c2ccc(C)s2)oc1C (stereo not given)
  -13	-2	-9.9	-1.4	-2.3	-4.9	-10	-14	-0.1	-1.0	-35
Cc1ccc2c(Cl)c(C(=O)Nc3nn[nH]n3)sc2c1
  -1	0	2.3	-1.1	1.9	-0.8	2	0	/	-0.4	2
Cc1ccc([C@@H]2C[C@H]3CN(Cc4cccc(Cl)c4)C(=O)[C@]34CCCN24)o1
  -8	10	-0.5	-1.6	-1.0	-5.1	0	-7	0.1	-0.1	-7
Cc1ccc(N2CC(C(=O)N3CCOCC3)CC2=O)cc1C (stereo not given)
  -7	-8	3.8	-1.3	-2.4	-0.9	-2	-2	1.9	-0.2	-2
